# tim23-1 inh: growth inhibitors of tim23-1 mutant yeast, primary screen, luminescence, uHTS. inhibition, % at 20 µM. 330,000 tested, 1.3% active. S. cerevisiae tim23-1 growth, BacTiter-Glo luminescence, 24 h;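 active = growth inhibition of the mutant yeast at or above 50%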;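 note: temperature-sensitive mutant grown at 25 °C; plate controls were DMSO-treated mutant yeast for no effect and medium wells lacking yeast for full effect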
# TIM10 inh: growth inhibitors of isogenic TIM10 control yeast, primary screen, counter-screen for tim10-1 yeast inhibitor project, luminescence, uHTS | inhibition, % at 10 µM | 330,000 tested, 1.4% active | S. cerevisiae TIM10 strain growth, BacTiter-Glo luminescence, 24 h;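 active = inhibition of 40% or more at the single tested concentration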;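 note: wild-type TIM10 isogenic control strain grown at permissive 25 °C; 0% = DMSO yeast wells and 100% = minimal medium wells without yeast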
# XBP1 UPR activ: activators of adaptive XBP1 UPR arm, primary screen, cell-based, CHO-XBP1 luciferase reporter, luminescence, uHTS; 330,000 tested, 0.33% active; IRE1-XBP1 UPR activation; percent of tunicamycin response, DMSO as zero; activation, % at 20 µM; AID 463104, 2010;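 active = versus positive control, 20 µM dose yields 30% or more activation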;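 note: 100% = tunicamycin at 10 µg/mL and 0% = DMSO only wells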
#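 assay system = CHO-XBP1 luciferase reporter cells | amount = 1000 cells/well | buffer or medium = F12 plus 10% FBS | compound dosing = single point, 20 µM final compound, 1% DMSO | incubation = 16-18 h cell attachment at 37 °C, then 6 h compound exposure | detection = Steady-Glo luminescence read | controls = tunicamycin 10 µg/mL and vehicle-only wells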
# tim10-1 inh: growth inhibitors of tim10-1 mutant yeast, primary screen, luminescence, uHTS; AID 463190, 2010; inhibition, % at 20 µM; S. cerevisiae tim10-1 ts strain growth, BacTiter-Glo, 24 h; 330,000 tested, 2.2% active;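 active = inhibition of at least 40%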;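 note: mutant grown at 25 °C; 0% = DMSO wells with yeast and 100% = wells holding no yeast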
# Mdm2 MdmX PPI: inhibitors of human Mdm2-MdmX association, primary screen, cell-based, luminescence, split luciferase, SaOS-2, uHTS | Protein Mdm4 (Homo sapiens) + E3 ubiquitin-protein ligase Mdm2 (Homo sapiens), … | 330,000 tested, 3% active | SaOS-2 split-luciferase Mdm2/MdmX complementation | inhibition, % at 8 µM | AID 485346, 2010;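 active = inhibition of at least 50% at 8 µM in the primary screen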
# Target sequence (O15151 whole entry, looked up): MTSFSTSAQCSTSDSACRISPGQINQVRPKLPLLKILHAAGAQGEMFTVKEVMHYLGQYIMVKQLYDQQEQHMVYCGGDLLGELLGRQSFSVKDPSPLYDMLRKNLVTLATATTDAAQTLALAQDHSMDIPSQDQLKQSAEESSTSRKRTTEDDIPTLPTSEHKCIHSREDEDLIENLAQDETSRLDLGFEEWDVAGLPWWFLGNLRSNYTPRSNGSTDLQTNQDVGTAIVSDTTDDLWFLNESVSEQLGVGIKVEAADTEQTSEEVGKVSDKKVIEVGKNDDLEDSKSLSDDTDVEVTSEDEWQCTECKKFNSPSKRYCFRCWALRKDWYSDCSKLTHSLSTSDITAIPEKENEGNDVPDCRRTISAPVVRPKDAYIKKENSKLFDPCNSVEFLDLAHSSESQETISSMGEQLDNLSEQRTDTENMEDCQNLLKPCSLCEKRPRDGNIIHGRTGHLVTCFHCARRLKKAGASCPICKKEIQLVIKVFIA
# Target sequence (Q00987 whole entry, looked up): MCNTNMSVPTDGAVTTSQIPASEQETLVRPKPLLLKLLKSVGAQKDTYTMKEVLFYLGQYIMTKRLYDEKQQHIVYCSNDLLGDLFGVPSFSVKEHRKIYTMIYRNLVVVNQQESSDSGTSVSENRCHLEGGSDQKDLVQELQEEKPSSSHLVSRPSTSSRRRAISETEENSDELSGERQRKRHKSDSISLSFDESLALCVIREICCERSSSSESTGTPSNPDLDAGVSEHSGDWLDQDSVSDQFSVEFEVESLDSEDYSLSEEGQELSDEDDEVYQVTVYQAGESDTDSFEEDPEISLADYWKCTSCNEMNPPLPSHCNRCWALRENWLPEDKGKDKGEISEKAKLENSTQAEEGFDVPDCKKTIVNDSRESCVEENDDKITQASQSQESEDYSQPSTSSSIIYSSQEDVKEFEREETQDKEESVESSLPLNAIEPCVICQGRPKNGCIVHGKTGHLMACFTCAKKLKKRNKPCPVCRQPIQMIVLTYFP
# 697 NFkB inh: inhibitors of PMA/ionomycin-induced NF-kB reporter, 697 cells, primary screen, B-cell NF-kB inhibitor project, cell-based, luminescence, uHTS | 697 B-cell NF-kB luciferase reporter, 16 h | inhibition, % at 4 µM | 330,000 tested, 0.33% active | AID 435022, 2010; in the data active = inhibition above about 35%
# UPR CHOP act: activators of apoptotic CHOP UPR arm, primary screen, cell-based, CHO-CHOP luciferase reporter, luminescence, uHTS; UPR activation; percent of tunicamycin response over DMSO baseline; activation, % at 10 µM; 330,000 tested, 0.34% active; AID 449763, 2010;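 active = at 10 µM dose, activation of 40% or more, normalized to positive control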;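 note: 100% = tunicamycin at 10 µg/mL and 0% = DMSO alone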
#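 System: CHO CHOP reporter cells. Amount: 500 cells per well. Buffer or medium: F12 medium, 10% FBS. Compound dosing: one dose, 10 µM in 0.5% DMSO. Incubation: 6 h compound exposure at 37 °C after overnight seeding. Technique: Steady-Glo luciferase luminescence. Benchmarks: tunicamycin and DMSO controls.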
# Jurkat NFkB inh: inhibitors of induced NF-kB luciferase reporter, primary screen, TCR NF-kB activation inhibitor project, cell-based, luminescence, uHTS | inhibition, % at 4 µM | 330,000 tested, 0.53% active | Jurkat, PMA/ionomycin-induced NF-kB luciferase reporter | AID 435003, 2010; in the data active = inhibition above about 50%
# Starred values were filed as active, the others as inactive.
nr	Molecule	tim23-1 inh	TIM10 inh	XBP1 UPR activ	tim10-1 inh
1	Cn1nc(C(F)(F)F)c(C(=O)Nc2ccc(Cl)cc2)c1Cl	18	-4	-5	12
2	Cc1ccc(C)n1-c1nnc(N2CCC(C(=O)N3CCN(C)CC3)CC2)s1	5	-7	-1	-7
3	CCCOC(=O)C1=C(C)OC23OC(N)=C(C#N)C12C(=O)c1ccccc13 (stereo not drawn)	15	4	-2	24
4	CCOc1ccc(C)cc1S(=O)(=O)N1CCCCC1	20	20	3	24
5	CCOc1ccc(CN2CCCC(CNC(=O)c3ccc(F)cc3)C2)cc1CO (stereo not drawn)	5	-5	1	9
6	Cc1ccc(OCC(=O)NCCCNC(=O)COc2ccc(C)cc2)cc1	15	2	-3	13
7	Cc1cccc(CCNC(=O)Cc2ccc(NC3=NC4CS(=O)(=O)CC4S3)cc2)c1 (stereo not drawn)	5	0	-1	7
8	COc1ccc(S(=O)(=O)N2CCOCC2)c(C)c1C	11	-4	-1	-10
9	O=C(CCCN1C(=O)c2ccccc2C1=O)Nc1ccc(S(=O)(=O)N2CCCCC2)cc1	31	9	-2	41*
10	COc1ccc(/C=N/Nc2nonc2N)cc1OC	9	9	2	10

nr	Mdm2 MdmX PPI	697 NFkB inh	UPR CHOP act	Jurkat NFkB inh
1	17	-6	1.4	12
2	16	10	-2.7	8
3	16	0	-1.0	12
4	18	21	-2.5	4
5	-15	-3	-0.3	0
6	-7	-6	0.7	-5
7	7	6	-1.4	1
8	5	8	0.4	0
9	-20	0	-0.6	-12
10	51*	15	0.8	-15

# Next results follow.
nr	Molecule	tim23-1 inh	TIM10 inh	XBP1 UPR activ	tim10-1 inh
11	CCOc1cccc(C2c3c(oc4ccccc4c3=O)C(=O)N2c2ccccn2)c1 (stereo not drawn)	-5	-11	17	-6
12	CCC1CCCCN1CCCNC(=O)c1ccc2c(=O)n(CCOC)c(=O)[nH]c2c1 (stereo not drawn)	-4	7	1	-3
13	Cc1ccccc1-n1c(C)c(C#N)c(=O)c(-[n+]2ccccc2)c1[S-]	4	6	-3	6
14	O=C(NCC(c1ccco1)N1CCCCC1)c1cccnc1 (stereo not drawn)	1	2	-3	-18
15	NC(=O)c1cccnc1Sc1ccc(Cl)cc1	7	-1	-2	7
16	O=C(CSc1nnc(SCc2ccccc2)s1)N/N=C/c1ccc(Cl)cc1Cl	-12	-30	1	-14
17	Cc1cc(OC(C)C(=O)Nc2ccncc2)ccc1Cl (stereo not drawn)	-67	-65	-2	1
18	CCOc1ccc(OCC(=O)OCC(=O)Nc2ccccc2C#N)cc1	13	7	0	17
19	CC1CN(C)C(C)c2c1oc1ccc([N+](=O)[O-])cc21 (stereo not drawn)	0	5	1	-4
20	CCc1c(C)nc(SCC(=O)N2CCCCC2CC)[nH]c1=O (stereo not drawn)	11	-23	-2	6

nr	Mdm2 MdmX PPI	697 NFkB inh	UPR CHOP act	Jurkat NFkB inh
11	18	0	6.9	-27
12	-3	6	2.6	8
13	20	-3	-0.5	4
14	1	19	-0.7	4
15	15	10	-1.9	1
16	13	-7	-0.1	-3
17	15	-24	0.3	14
18	9	9	0.0	13
19	-10	9	1.2	9
20	8	18	-0.5	3

# Further compounds.
nr	Molecule	tim23-1 inh	TIM10 inh	XBP1 UPR activ	tim10-1 inh
21	COc1ccccc1NC(=S)N(CCc1c(C)[nH]c2ccccc12)Cc1cccs1	19	-10	-4	24
22	Cn1c(Cc2ccccc2)nnc1SCC(=O)Nc1ccc2c(c1)OCCO2	9	-7	-2	9
23	O=C(Nc1ccc(-c2csc(Nc3ccccc3)n2)cc1)c1cc([N+](=O)[O-])cc(C(F)(F)F)c1	23	17	9	38
24	CC1CCN(CCCCOc2ccc(Cl)cc2)CC1	-9	-33	-2	-44
25	CCCNC(=O)CNC(=O)c1ccc(C#N)cc1	23	-2	2	13
26	Cc1ccsc1C(=O)OCC(=O)NC1CCCCC1C (stereo not drawn)	25	2	3	10
27	Cn1ncc([N+](=O)[O-])c1C(=O)Nc1ccc(C2CCCCC2)cc1	2	2	1	5
28	O=C(NCCc1c[nH]c2ccccc12)C1CCN(S(=O)(=O)c2ccccc2)CC1	1	18	7	2
29	Cc1ccc(Cn2nc(C)cc2C(=O)Nc2ccccc2Cl)cc1	32	15	5	22
30	NS(=O)(=O)c1ccc(CCNC(=O)c2ccc3c(c2)N(Cc2ccccc2)CCS3)cc1	-11	-9	-3	-3

nr	Mdm2 MdmX PPI	697 NFkB inh	UPR CHOP act	Jurkat NFkB inh
21	24	5	2.5	-11
22	3	13	-1.1	4
23	41	-35	3.8	-2
24	-15	-11	0.0	-9
25	11	-6	0.6	-8
26	-5	13	2.4	15
27	-20	-15	3.5	-2
28	-22	9	0.3	-11
29	-71	-68	5.0	-45
30	30	10	-1.5	-8

# Going on with the list:
nr	Molecule	tim23-1 inh	TIM10 inh	XBP1 UPR activ	tim10-1 inh
31	Cc1cc(C)cc(Nc2ccc([N+](=O)[O-])nc2[N+](=O)[O-])c1	32	25	-3	34
32	O=S(=O)(Nc1ccc(Cc2ccncc2)cc1)N1CCCC1	9	5	-4	16
33	CCCS(=O)(=O)n1nc(-c2ccc(OC)cc2)cc1N	-9	-17	0	-34
34	Cc1ccc(S(=O)(=O)N(C)CC(=O)O/N=C(\N)c2cccc([N+](=O)[O-])c2)cc1	8	14	-2	11
35	COC(=O)c1ccccc1NC(=O)CSc1nnc(C(CO)NC(=O)c2ccccc2)n1C (stereo not drawn)	-16	1	-4	-3
36	Cc1nn(C)c(C)c1NC(=O)C12CC3CC(CC(C3)C1)C2	7	2	0	-11
37	CCOC(=O)C(CC)(CCC(=O)O)c1csc(N)n1 (stereo not drawn)	13	1	0	6
38	CCCSc1nc(C)c2cc(C)cc(C)c2n1	17	-7	2	8
39	O=C1OC(Nc2ccc3ncccc3c2)c2ccccc21 (stereo not drawn)	1	-4	-3	-4
40	CC(=O)Nc1ccc(S(=O)(=O)N2CCN(Cc3ccccc3[N+](=O)[O-])CC2)cc1	10	6	-3	28

nr	Mdm2 MdmX PPI	697 NFkB inh	UPR CHOP act	Jurkat NFkB inh
31	-19	29	1.4	9
32	2	9	1.2	9
33	-7	6	1.3	-12
34	6	-13	-1.5	-4
35	-1	25	-1.1	-6
36	-30	18	-0.6	-12
37	10	-8	0.2	-12
38	13	10	1.0	9
39	0	-12	0.4	-14
40	10	-27	-2.4	0

# Nos. 29–40 from above:
nr	Molecule	tim23-1 inh	TIM10 inh	XBP1 UPR activ	tim10-1 inh
29	Cc1ccc(Cn2nc(C)cc2C(=O)Nc2ccccc2Cl)cc1	32	15	5	22
30	NS(=O)(=O)c1ccc(CCNC(=O)c2ccc3c(c2)N(Cc2ccccc2)CCS3)cc1	-11	-9	-3	-3
31	Cc1cc(C)cc(Nc2ccc([N+](=O)[O-])nc2[N+](=O)[O-])c1	32	25	-3	34
32	O=S(=O)(Nc1ccc(Cc2ccncc2)cc1)N1CCCC1	9	5	-4	16
33	CCCS(=O)(=O)n1nc(-c2ccc(OC)cc2)cc1N	-9	-17	0	-34
34	Cc1ccc(S(=O)(=O)N(C)CC(=O)O/N=C(\N)c2cccc([N+](=O)[O-])c2)cc1	8	14	-2	11
35	COC(=O)c1ccccc1NC(=O)CSc1nnc(C(CO)NC(=O)c2ccccc2)n1C (stereo not drawn)	-16	1	-4	-3
36	Cc1nn(C)c(C)c1NC(=O)C12CC3CC(CC(C3)C1)C2	7	2	0	-11
37	CCOC(=O)C(CC)(CCC(=O)O)c1csc(N)n1 (stereo not drawn)	13	1	0	6
38	CCCSc1nc(C)c2cc(C)cc(C)c2n1	17	-7	2	8
39	O=C1OC(Nc2ccc3ncccc3c2)c2ccccc21 (stereo not drawn)	1	-4	-3	-4
40	CC(=O)Nc1ccc(S(=O)(=O)N2CCN(Cc3ccccc3[N+](=O)[O-])CC2)cc1	10	6	-3	28

nr	Mdm2 MdmX PPI	697 NFkB inh	UPR CHOP act	Jurkat NFkB inh
29	-71	-68	5.0	-45
30	30	10	-1.5	-8
31	-19	29	1.4	9
32	2	9	1.2	9
33	-7	6	1.3	-12
34	6	-13	-1.5	-4
35	-1	25	-1.1	-6
36	-30	18	-0.6	-12
37	10	-8	0.2	-12
38	13	10	1.0	9
39	0	-12	0.4	-14
40	10	-27	-2.4	0

# Complete entries as entered above.
# CCCS(=O)(=O)n1nc(-c2ccc(OC)cc2)cc1N across the screens: tim23-1 inh = -9; TIM10 inh = -17; XBP1 UPR activ = 0; tim10-1 inh = -34; Mdm2 MdmX PPI = -7; 697 NFkB inh = 6; UPR CHOP act = 1.3; Jurkat NFkB inh = -12
# Cc1ccc(S(=O)(=O)N(C)CC(=O)O/N=C(\N)c2cccc([N+](=O)[O-])c2)cc1 across the screens: tim23-1 inh = 8; TIM10 inh = 14; XBP1 UPR activ = -2; tim10-1 inh = 11; Mdm2 MdmX PPI = 6; 697 NFkB inh = -13; UPR CHOP act = -1.5; Jurkat NFkB inh = -4

# (cont.)
nr	Molecule	tim23-1 inh	TIM10 inh	XBP1 UPR activ	tim10-1 inh
41	O=C(/C=C/c1ccccc1)NC(=S)NNS(=O)(=O)c1ccccc1	15	15	-2	28
42	CCOc1ccccc1-n1nnnc1SCC(=O)O	10	5	-2	-8
43	Cc1cc(-c2ccco2)n2c(nc3ccccc32)c1C#N	28	-1	6	25
44	CCCC(=O)NC(Nc1ccccc1F)C(Cl)(Cl)Cl (stereo not drawn)	16	22	-2	18
45	COc1ccc(F)cc1S(=O)(=O)NC1CCCC1	16	9	0	15
46	Cc1ccc(-c2cc(C(F)(F)F)n3ncc(C(=O)N4CCN(C)CC4)c3n2)cc1	8	-1	-2	2
47	CCn1ncc(NC(=S)Nc2ccc3c(c2)OCO3)c1C(N)=O	3	2	2	8
48	O=C(COC(=O)COc1ccccc1)NCCc1ccccc1	11	-3	-2	-5
49	Cc1nc(-c2ccc(F)cc2)c(CC(=O)N2CCN(S(=O)(=O)c3cccc([N+](=O)[O-])c3)CC2)s1	13	6	-3	26

nr	Mdm2 MdmX PPI	697 NFkB inh	UPR CHOP act	Jurkat NFkB inh
41	-7	-33	-2.2	-4
42	26	5	-1.0	-6
43	1	-6	-1.2	17
44	10	21	-0.3	13
45	-1	-6	4.3	-3
46	-10	-1	0.8	-2
47	-15	-3	-2.0	-18
48	5	-1	2.8	7
49	-22	5	-0.1	-11

# High-throughput results from PubChem.
